GPR55 activation: selective activators of receptor GPR55 – imaging, U2OS cells, beta-arrestin-GFP redistribution, primary screen (AID 1961) | U2OS GPR55 beta-arrestin-GFP redistribution imaging; higher % means a stronger effect | 290,000 tested, 0.048% active | activation, % at 10 µM, or EC50 in µM where a hit was titrated;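 active = activation above 40% with more than 50 cells counted in the well; inconclusive = wells holding fewer than 50 cells, flagged as toxic or sparse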;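 note: U2OS osteosarcoma cells stably expressing GPR55 and beta-arrestin-GFP; plate controls were DMSO negative control for no effect and LPI positive control for full effect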
GPR35 antagonists: inhibition of zaprinast-stimulated GPR35 beta-arrestin translocation – imaging, U2OS, beta-arrestin-GFP, zaprinast agonist, primary screen (AID 2058) | U2OS GPR35 beta-arrestin-GFP translocation imaging, zaprinast antagonism; higher % means a stronger effect | inhibition, % at 10 µM, or IC50 in µM where a hit was titrated | 290,000 tested, 0.052% active;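 active = inhibition of at least 50% with at least 30 cells and total cytoplasm GFP at most 10,000,000; inconclusive = under 30 cells or total GFP of 10,000,000 plus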
SIAH1 antagonists: Siah-1 peptide-binding antagonists, primary screen, biochemical, fluorescence polarization, rhodamine-plectin, uHTS (AID 1817). Siah-1 / rhodamine-plectin peptide fluorescence polarization; higher % means a stronger effect. 290,000 tested, 0.02% active. displacement, % at 20 µM, or IC50 in µM where a hit was titrated;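 active = displacement of at least 50% at 20 µM, with a fluorescence ratio check between 0.3 and a set limit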;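 note: plate controls were Siah plus tracer with DMSO for no effect and tracer alone without Siah for full effect; strong numbers were not always called active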
UTI89 phage lysis: inhibition of K1F phage lysis, E. coli UTI89, bacterial capsule biogenesis inhibitors, alamar blue (AID 488966) | inhibition, % at 100 µM, or IC50 in µM where a hit was titrated | 340,000 tested, 0.02% active | E. coli UTI89 K1F phage lysis, alamar blue, 2 h; higher % means a stronger effect;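 active = phage lysis inhibition, versus mean bacterial control, above a set limit; inconclusive = no clear call, values can overlap the other calls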;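 note: capsule biogenesis inhibitors block K1F phage lysis so surviving cells raise fluorescence; higher fluorescence means more inhibition of phage lysis; actives were called in the ten point dose series up to 300 µM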
Dengue-2 NS5 capping: Dengue-2 NS5 methyltransferase inhibitors, primary screen, biochemical, confirmation dose response (AID 588689). Dengue-2 NS5 methyltransferase capping enzyme assay, biochemical; higher % means a stronger effect. one-dose inhibition, % at 25 µM; IC50 in µM for titrated hits. 340,000 tested, 0.3% active; in the data active = a potency from the dose series; inconclusive = inhibition above about 29% without an active follow-up result
AID2073: inhibitors of Mint1-CaV2.2 protein interaction, biochemical, HTRF (AID 2073) | HTRF protein-protein interaction, Mint1-CaV2.2; higher % means a stronger effect | 290,000 tested, 0.19% active | inhibition, % at 20 µM; hits with a dose series show IC50 in µM; in the data active = inhibition mostly above about 51%, no sharp cut-off; inconclusive = no clear call, values can overlap the other calls; inactive = mostly below about 53%; note: some results filed as inactive read as strong as hits
HIV peptide binding: cell-free HIV fusion peptide-binding blockers – biochemical, uHTS, fluorescence dequenching, primary screen (AID 1986). cell-free peptide binding, fluorescence dequenching, 30 min; higher % means a stronger effect. inhibition, % at 20 µM, or IC50 in µM where a hit was titrated. 290,000 tested, 0.3% active; in the data active = inhibition mostly above about 52%, no sharp cut-off; inactive = mostly below about 76%; note: some results filed as inactive read as strong as hits
GPR55 antagonists: GPR55 antagonists blocking LPI-driven arrestin recruitment, primary screen, imaging, U2OS, beta-arrestin-GFP, LPI agonist (AID 2013); inhibition, % at 10 µM, or IC50 in µM where a hit was titrated; U2OS GPR55 beta-arrestin-GFP translocation imaging, LPI antagonism; higher % means a stronger effect; 290,000 tested, 0.13% active;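 active = spots per cell inhibited over 60%, with over 100 cells counted and total cytoplasm intensity under 500,000; inconclusive = wells with under 100 cells, flagged as likely toxic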;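 note: U2OS cells stably carrying GPR55 and arrestin-GFP stimulated by 5 µM LPI near EC80; imaged beta-arrestin-GFP aggregate spots per cell after agonist stimulation; plate controls were LPI-stimulated DMSO wells for no effect and DMSO wells without LPI for full effect; some results filed as inactive read as strong as hits; confirmed hits need IC50 under 10 µM and bright autofluorescent wells are also inconclusive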
NTR1 ag: NTR1-driven beta-arrestin-GFP spot formation – imaging, U2OS cells, high content, primary screen (AID 493036) | P30989 | agonist mode | activation, % at 20 µM | 330,000 tested, 0.17% active;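 active = activation at or above 40% of the spot to cytoplasm intensity ratio, with at least 20 cells analyzed; inconclusive = wells under 20 cells, flagged as cytotoxic or low count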;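 note: 0% = DMSO without peptide and 100% = 100 nM NTR1 peptide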
Target sequence (P30989 whole entry, looked up): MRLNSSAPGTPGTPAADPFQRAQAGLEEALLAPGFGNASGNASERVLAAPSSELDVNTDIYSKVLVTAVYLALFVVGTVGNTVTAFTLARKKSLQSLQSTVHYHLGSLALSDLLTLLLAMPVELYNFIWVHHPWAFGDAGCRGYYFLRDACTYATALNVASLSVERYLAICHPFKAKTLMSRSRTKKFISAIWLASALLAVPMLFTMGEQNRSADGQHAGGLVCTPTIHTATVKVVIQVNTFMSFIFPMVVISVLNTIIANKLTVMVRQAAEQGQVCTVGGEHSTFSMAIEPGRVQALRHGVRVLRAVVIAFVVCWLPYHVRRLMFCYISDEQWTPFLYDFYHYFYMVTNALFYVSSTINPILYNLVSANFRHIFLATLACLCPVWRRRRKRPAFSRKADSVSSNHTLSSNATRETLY
NTR1 ag cell count 20 µM: recorded beside NTR1 ag, whose call it bears; cell count; measured here: cell count, cytotoxicity flag
Dengue-2 NS5 capping pilot replicate: second read-out of Dengue-2 NS5 capping, no call of its own (marks repeat the call); inhibition, %; measured here: pilot screen replicate inhibition
* = called active by the depositor; ? = inconclusive; / = not tested or not shown; [ ] = dose if it differs, or a comment.

SMILES	GPR55 activation	GPR35 antagonists	SIAH1 antagonists	UTI89 phage lysis	Dengue-2 NS5 capping	AID2073	HIV peptide binding	GPR55 antagonists	NTR1 ag	NTR1 ag cell count 20 µM	others
CN1OC2C(=O)N(c3ccccc3)C(=O)C2C1c1ccc(F)cc1 (configuration not stated)	0.3%	1%	-1%	2.1%	-2%	-2%	19%	19%	-0.5	73
O=c1c(Cl)c(NCCCO)cnn1-c1nc2ccccc2[nH]1	0.3%	2%	-5%	-0.6%	-18%	26%	-1.1%	12%	0.2	48
Cc1ccccc1N(CC(=O)NCc1ccco1)C(=O)CCC(=O)Nc1nccs1	-0.1%	12%	10%	-0.4%	-4%	7%	0.6%	6%	-0.6	73
CCCC(=O)Nc1cccc(C(=O)Nc2ccccc2OCC)c1	0.2%	-1%	-4%	/	/	9%	-1.2%	4%	2.8	50
O=C(CCc1nnc(CCCCc2ccccc2)o1)NCCn1cccn1	0.2%	1%	3%	0.1%	2%	-7%	1.1%	18%	0.0	78
COC(=O)C(Cc1ccc(O)cc1)NC(=O)NC12CC3CC(CC(C3)C1)C2 (configuration not stated)	0.0%	5%	12%	-0.8%	-16%	3%	-1.7%	25%	1.1	82
Cc1nc2cc(C(=O)NCc3cccnc3)ccc2n1-c1ccc(F)cc1F	2.5%	0%	-1%	0.1%	-2%	0%	0.2%	9%	-1.4	89
CCN(CC)S(=O)(=O)c1ccc(N/N=C(\C)c2ccncc2)nc1	-0.2%	-8%	12%	-0.2%	7%	4%	23%	3%	2.7	44
COc1cccc(C(=O)OC2CCN(C)CC2)c1	0.2%	-2%	1%	1.6%	-10%	-5%	0.5%	-2%	1.6	55
Cc1ccc(OCC(=O)Nc2ccc3c(c2)nc(CCN2CCN(C)CC2)n3C)cc1	0.9%	13%	-2%	-0.6%	-3%	9%	1.4%	1%	-0.1	61
CCC(=O)Nc1ccc(C(=O)OCC(=O)c2ccc(C)c([N+](=O)[O-])c2)cc1	0.7%	-1%	0%	0.3%	-14%	7%	-2.4%	-6%	-1.1	68
C/C(CC(=O)NC(C)(C)C)=N\NC(N)=S	-0.1%	-5%	-3%	-0.9%	-1%	-4%	-2.1%	-3%	-0.8	37
O=C(CNC(=O)[C@@H]1Cc2ccccc2CN1)NCc1ccco1	-0.1%	5%	10%	0.3%	-6%	17%	8.4%	4%	0.4	62
O=C(O)c1cccc(S(=O)(=O)Nc2ccccc2N2CCOCC2)c1	-0.2%	-12%	-1%	0.0%	0%	-16%	-1.3%	-5%	-0.8	54
Cc1ccc(NC(=O)Cn2nc(C)c([N+](=O)[O-])c2C)cc1C	-0.1%	13%	1%	0.4%	0%	11%	-0.6%	12%	0.2	58
COc1ccc(NC(=O)CN(C)C(=O)c2cnc(Cl)c(Cl)c2)cc1	0.5%	6%	-2%	0.5%	1%	-5%	0.7%	-4%	1.6	44
CC(C)COC(=O)N1C[C@H](O)C[C@H]1C(=O)Nc1ccc(Cl)cc1	-0.1%	2%	1%	1.3%[50 µM]	-7%	-1%	-0.6%	8%	-0.8	72
CCCN(CCC)C(=O)c1ccc2c(c1)S(=O)(=O)c1ccccc1C2=O	-0.1%	-13%	-2%	0.0%	1%	-1%	-1.9%	8%	2.0	53
COc1ccccc1CN1CC(C(=O)NCc2ccc(SC)cc2)CCC1=O (configuration not stated)	0.0%	-1%	4%	3.1%[50 µM]	3%	4%	0.1%	-10%	0.3	62
Cc1c(CCO)c(=O)n(-c2ccccc2)n1S(=O)(=O)c1ccc(F)cc1	-0.2%	-10%	3%	3.9%	-7%	-4%	-2.4%	12%	0.6	58
CCc1c(C)sc(NC(=S)N2CCN(C(=O)C3CCCO3)CC2)c1C(=O)OC (configuration not stated)	-0.1%	3%	-2%	0.1%	-4%	6%	0.1%	-12%	0.8	63
NC(=O)NC(=O)CSc1ccccc1	-0.4%	5%	-1%	0.3%	-3%	3%	2.2%	4%	1.2	75
CSc1nsc(SCC(=O)Nc2ccc(NC(C)=O)cc2)n1	-0.2%	17%	0%	0.2%	2%	7%	0.5%	10%	-2.4	61
Cn1c(SCC(=O)Nc2ccc(C(N)=O)cc2)nc2c(c1=O)SCC2	-0.1%	-21%	-1%	-0.1%	-5%	1%	-2.0%	-1%	0.4	50
CC(C)C(=O)OCC(=O)Nc1ccc(N=Nc2ccccc2)cc1	0.2%	0%	10%	0.8%[50 µM]	-11%	-1%	-5.1%	-4%	/	/
COc1ccc(F)cc1C(=O)C1CCCN(C(=O)C2=C(C)OCCO2)C1 (configuration not stated)	-0.3%	2%	14%	0.0%	4%	-2%	-1.4%	-2%	1.1	77
Cc1cccc(OCC(=O)Nc2ccc(S(=O)(=O)Nc3onc(C)c3C)cc2)c1C	0.0%	15%	-5%	0.1%	2%	7%	2.4%	-7%	-0.3	57
CCC1(C)Cc2ccccc2-c2nc(NCCO)n(-c3ccccc3)c(=O)c21 (configuration not stated)	0.1%	1%	14%	0.1%	-3%	32%	-0.4%	-2%	1.6	72	Dengue-2 NS5 capping pilot replicate=-1.2
Cc1ccc(C)c(NC(=O)CSc2nnc(-c3n[nH]c4ccccc34)o2)c1	-0.1%	-24%	11%	0.7%	-4%	1%	3.1%	-6%	-0.4	46
COc1ccc(/C=N/NC(=O)c2cccc(Br)c2)cc1CSc1ccccn1	0.2%	3%	-4%	-1.0%	3%	18%	-2.6%	-8%	2.0	52

Filtered by structure, those above with a furan ring, fused or not
SMILES	GPR55 activation	GPR35 antagonists	SIAH1 antagonists	UTI89 phage lysis	Dengue-2 NS5 capping	AID2073	HIV peptide binding	GPR55 antagonists	NTR1 ag	NTR1 ag cell count 20 µM	others
Cc1ccccc1N(CC(=O)NCc1ccco1)C(=O)CCC(=O)Nc1nccs1	-0.1%	12%	10%	-0.4%	-4%	7%	0.6%	6%	-0.6	73
O=C(CNC(=O)[C@@H]1Cc2ccccc2CN1)NCc1ccco1	-0.1%	5%	10%	0.3%	-6%	17%	8.4%	4%	0.4	62

Back to the main list, repeating the 5 entries before the break.
SMILES	GPR55 activation	GPR35 antagonists	SIAH1 antagonists	UTI89 phage lysis	Dengue-2 NS5 capping	AID2073	HIV peptide binding	GPR55 antagonists	NTR1 ag	NTR1 ag cell count 20 µM	others
COc1ccc(F)cc1C(=O)C1CCCN(C(=O)C2=C(C)OCCO2)C1 (configuration not stated)	-0.3%	2%	14%	0.0%	4%	-2%	-1.4%	-2%	1.1	77
Cc1cccc(OCC(=O)Nc2ccc(S(=O)(=O)Nc3onc(C)c3C)cc2)c1C	0.0%	15%	-5%	0.1%	2%	7%	2.4%	-7%	-0.3	57
CCC1(C)Cc2ccccc2-c2nc(NCCO)n(-c3ccccc3)c(=O)c21 (configuration not stated)	0.1%	1%	14%	0.1%	-3%	32%	-0.4%	-2%	1.6	72	Dengue-2 NS5 capping pilot replicate=-1.2
Cc1ccc(C)c(NC(=O)CSc2nnc(-c3n[nH]c4ccccc34)o2)c1	-0.1%	-24%	11%	0.7%	-4%	1%	3.1%	-6%	-0.4	46
COc1ccc(/C=N/NC(=O)c2cccc(Br)c2)cc1CSc1ccccn1	0.2%	3%	-4%	-1.0%	3%	18%	-2.6%	-8%	2.0	52
Cc1cc2nccc(-c3ccc(F)cc3)n2n1	-0.1%	-5%	17%	0.0%	1%	12%	-1.0%	2%	-0.5	91
CCC(=O)Nc1ccc2c(c1)N(C(C)=O)c1ccccc1CC2	-0.1%	-11%	-5%	0.3%	-4%	7%	0.2%	8%	-0.3	71	Dengue-2 NS5 capping pilot replicate=-0.3
COc1ccc(-c2cc(-c3ccc(N)cc3)nc(N)c2C#N)cc1OC	-0.1%	-2%	-4%	-0.5%	-13%	?	0.3%	-2%	5.3	38
NS(=O)(=O)c1ccc(NC(=O)COC(=O)COc2ccccc2)cc1	-0.1%	-18%	-3%	1.2%	/	2%	-2.1%	-18%	-0.3	72
CN(C)S(=O)(=O)c1ccc(S(=O)(=O)N(CC(=O)Nc2ccccc2)CC2CCCO2)cc1 (configuration not stated)	-0.6%	-1%	3%	1.1%	2%	-1%	-1.5%	0%	0.7	64
CNS(=O)(=O)c1cccc(C(=O)OCC(=O)C23CC4CC(CC(C4)C2)C3)c1	0.2%	-5%	2%	4.0%	6%	-4%	-2.3%	-1%	2.6	53
COc1ccc(OC)c(S(=O)(=O)N2CCN(CC(O)COc3ccc(C#N)cc3)CC2)c1 (configuration not stated)	0.1%	-5%	15%	-0.2%	17%	-3%	0.2%	5%	-0.1	33
CCOC(=O)C(=O)Nc1nnc(Cc2ccc(OC)c(OC)c2)s1	-0.4%	-4%	0%	0.1%	-4%	-8%	-0.5%	5%	-1.2	28
CCOc1ccc2oc(C(=O)NC(C)(C)CC)c(C)c2c1	0.4%	5%	5%	0.1%	-4%	?	1.4%	2%	2.1	42
COCCNC(=O)/C(C#N)=C/c1cc(C)n(C2CCCCC2)c1C	0.1%	12%	5%	0.2%	-3%	-4%	6.8%	5%	1.3	76
CCN(CC)c1ccc(-n2c(C)cc(C=O)c2C)cc1	-0.1%	-5%	1%	1.6%	8%	-4%	6.4%	-1%	0.1	44
CCCC(=O)N(c1ccccc1)C1C=CS(=O)(=O)C1 (configuration not stated)	-0.6%	-16%	-1%	-0.2%	6%	-6%	1.7%	5%	-1.9	77
Cc1nc(N2CCOCC2)[nH]c(=O)c1C(O)C(Cl)(Cl)Cl (configuration not stated)	0.3%	-6%	-3%	1.3%	-6%	-14%	0.1%	10%	-1.2	58
CCOC(=O)c1cc(-c2ccccc2)sc1NC(=O)COC(=O)c1cccc(S(N)(=O)=O)c1	0.7%	-11%	9%	-0.1%	-3%	4.5µM*	-0.1%	4%	1.2	92
